Bioassay records (PubChem)
TWEAK Fn14 block: inhibitors of TWEAK-Fn14 signaling, primary screen, luciferase reporter cells, uHTS; AID 1159606, 2016; TWEAK-stimulated Fn14 reporter cells, luciferase luminescence, 8 h; 2% of 360,000 active; inhibition, % at 10 µM; in the data active means inhibition above about 50%
HIF-2a inh: HIF-2a reporter inhibitors, primary screen, luminescence, 786-0 RCC cells. 0.72% of 360,000 active. 786-0 RCC cells HIF-2a reporter, luciferase luminescence, overnight. inhibition, % at 18.8 µM;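 active means inhibition of the luminescence signal of 40% or more relative to plate controls, in a single-dose primary screen at 18.75 µM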
Peg3 promoter: Peg3 promoter-driven luciferase inhibitors, primary screen, cell-based, HeLa, luciferase luminescence | HeLa PEG-Prom luciferase reporter, overnight | inhibition, % at 20 µM | 1.7% of 360,000 active | AID 588405, 2011;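 active means inhibition of at least 50% at 20 µM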
TROY signal inh: inhibitors of TROY-driven NF-kB signaling, primary screen, Q293 LMP1-TROYcd cells, NF-kB luciferase, uHTS | Q293 LMP1-TROYcd NF-kB luciferase reporter, 4 h | inhibition, % at 10 µM | 0.98% of 360,000 active;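 active means compounds whose plate-normalised and pattern-corrected inhibition of the luciferase reporter signal at the single screening dose is 50% or more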
NR2E3 ag-1: inhibitors of NR2E3-RetCOR corepressor binding, primary screen, NR2E3 agonist project, biochemical, TR-FRET, GST-NR2E3, biotin-RetCOR; Photoreceptor-specific nuclear receptor (Homo sapiens), Q9Y5X4; 1536-well; inhibition of corepressor binding, % at 4.78 µM; 0.12% of 320,000 active; AID 2300, 2010;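 active means percent inhibition above the cutoff of mean plus 3 SD of all tested compounds, set per screening campaign, cut at about 20% in these data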;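 further: 0% = DMSO wells and 100% = biotin wells as full block of FRET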
Target sequence (Q9Y5X4 whole entry, looked up): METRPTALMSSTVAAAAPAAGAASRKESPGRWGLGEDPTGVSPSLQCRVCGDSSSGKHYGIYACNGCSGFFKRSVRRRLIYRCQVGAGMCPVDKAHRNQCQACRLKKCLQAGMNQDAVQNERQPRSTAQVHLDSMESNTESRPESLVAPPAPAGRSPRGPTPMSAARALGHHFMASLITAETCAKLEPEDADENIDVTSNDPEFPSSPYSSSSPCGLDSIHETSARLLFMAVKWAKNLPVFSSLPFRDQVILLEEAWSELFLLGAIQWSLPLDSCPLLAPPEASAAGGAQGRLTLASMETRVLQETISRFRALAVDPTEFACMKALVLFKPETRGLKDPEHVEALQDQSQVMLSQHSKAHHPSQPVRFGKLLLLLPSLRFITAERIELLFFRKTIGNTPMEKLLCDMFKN
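Format: 1536-well format; test system: GST-NR2E3 and biotin-RetCOR proteins; read-out basis: percent inhibition of TR-FRET ratio; timing: 5 h incubation at 4 °C; detection: time-resolved FRET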
Shn3 inh set2: reduction of Shn3 3'UTR firefly luciferase signal, primary screen, Schnurri-3 inhibitor project, cell-based, Clone20 osteoblasts, set 2; Clone20 osteoblast Shn3 3'UTR firefly luciferase, 24 h; inhibition, % at 12.5 µM; 0.52% of 360,000 active;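 active means mean inhibition of at least 75% with every replicate also reaching 75%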;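 further: 0% = median of neutral control wells and 100% = pilot-screen positive control compound; some compounds past the cut are filed as inactive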
TRPM1 prom inh: inhibitors of MITF-dependent TRPM1 promoter reporter, primary screen, cell-based, SK-MEL-5, single point, luciferase; SK-MEL-5 TRPM1 promoter luciferase, 24 h; inhibition, % at 12.5 µM; 0.83% of 330,000 active;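 active means mean inhibition across replicates of 60% or more, whatever share of single replicates reaches that level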; further: values of inactives mirror those of a sister screen read the other way
KKLEB tox: cytotoxicity in KKLEB CF airway cells, primary screen, cytotoxicity control for CF NF-kB inhibitor project, cell-based, uHTS, fluorescence assay plates. activity change (cytotoxicity), % at 5 µM. AID 602141, 2011. KKLEB CF airway cells viability, ATPlite luminescence, overnight; stronger effect = lower value; cells stimulated with P. aeruginosa culture filtrate. 0.36% of 360,000 active;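 active means corrected activity change at or below -50% at 5 µM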
TRAIL sens C8: viability loss with TRAIL in NB7+C8 cells, primary screen, TRAIL sensitizer project, cell-based, ATPlite luminescence; inhibition (viability loss, TRAIL sensitization), % at 10 µM; 1% of 360,000 active; AID 624354, 2012;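 active means compounds causing at least 50% loss of cell viability in the single-dose screen, relative to plate controls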
NR2E3 ag-2: NR2E3 agonists in two-hybrid cells, primary screen, cell-based, luminescence, CHO-S, Gal4-NCOR/VP16-NR2E3. Photoreceptor-specific nuclear receptor (Homo sapiens), Q9Y5X4. luciferase. 0.35% of 360,000 active. AID 602229, 2012. inhibition of corepressor binding, % at 3.98 µM;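 active means inhibition above the mean of all tested compounds plus 3 SD, cut at about 70% in these data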;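 further: 0% = DMSO with NR2E3 transfected cells and 100% = cells lacking NR2E3 construct; higher means lower luciferase signal from less NR2E3 corepressor binding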
CF NFkB inh: inhibitors of PAF-induced NF-kB signaling, primary screen, cell-based, GFP fluorescence, uHTS | KKLEB NF-kB-GFP reporter, GFP fluorescence overnight | inhibition, % at 5 µM | 0.86% of 360,000 active;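 active means at least 50% inhibition at 5 µM, scaled per plate between neutral and stimulator controls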;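 further: PAF is a Pseudomonas aeruginosa culture filtrate used as stimulus; plate controls were PAF-stimulated DMSO wells for no effect and unstimulated DMSO wells for full effect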
The depositor's hits bear a star; . = no result given. The list is partial. The share of hits here may be higher or lower than overall.

Sequence of screens – TWEAK Fn14 block | HIF-2a inh | Peg3 promoter | TROY signal inh | NR2E3 ag-1 | Shn3 inh set2 | TRPM1 prom inh | KKLEB tox | TRAIL sens C8 | NR2E3 ag-2 | CF NFkB inh
#1 O=C(COc1ccc(S(=O)(=O)N2CCOCC2)cc1Cl)NCCN1CCOCC1
    5.1 | 7.4 | 9.2 | 9.6 | 1.0 | -8.8 | -3.1 | -1.7 | 11.3 | -16.9 | 0.8
#2 CC(Nc1nc(-c2cccc(Br)c2)cs1)c1nc2cc(Cl)c(N3CCCCC3)cc2n1CCOCCO (stereo not drawn)
    -16.2 | 12.2 | 16.4 | 4.8 | 1.1 | 24.5 | 6.1 | -12.9 | 7.8 | 1.1 | 36.3
#3 CCOC(=O)C1CCN(Cc2ccc(OC)c(OCc3ccccc3)c2)CC1
    3.6 | 15.5 | 1.4 | 5.0 | 4.7 | 1.2 | -3.5 | -3.0 | -9.5 | 12.1 | 1.5
#4 CCn1ccnc1CN(C)C(=O)c1ccc(OC2CCN(CCc3ccccc3)CC2)cc1
    -4.5 | 6.5 | -11.9 | -13.5 | -1.7 | 2.1 | -10.1 | -9.4 | -6.4 | 22.1 | -10.0
#5 OC(CNCCC(c1ccccc1)c1ccccc1)COc1ccccc1 (stereo not drawn)
    -10.2 | 12.6 | 59.6* | 0.5 | 1.9 | 10.4 | 4.9 | -11.1 | 9.6 | 18.1 | 6.9
#6 CN(C)c1cccc(C(=O)OCC(=O)NCc2ccco2)c1
    -17.1 | -34.7 | -32.6 | -21.5 | -0.4 | -11.5 | -3.8 | 9.6 | -1.0 | -5.1 | -5.3
#7 O=C(Nc1nc(-c2ccco2)c(-c2ccco2)s1)C1CCC1
    26.4 | -41.5 | -33.5 | -18.6 | -1.2 | 15.8 | 7.6 | 1.6 | 5.3 | 21.6 | -4.8
#8 COC(=O)c1ccc(CN(c2ccc(OC)cc2)S(=O)(=O)c2ccccc2)cc1
    -1.4 | 11.6 | 21.7 | 32.7 | -3.1 | 10.9 | 6.0 | -22.7 | 9.4 | 0.0 | -16.2
#9 CCc1cccc(NC(=S)N2CCC(c3ccccc3)C2)c1 (stereo not drawn)
    -12.4 | -181.7 | -180.3 | -14.3 | 0.8 | -58.8 | -70.6 | -14.0 | 3.5 | -81.8 | 15.1
#10 Cc1cc(-c2nc(C)c(C(=O)NNS(=O)(=O)c3ccccc3)s2)no1
    1.7 | 16.3 | 7.0 | 5.8 | 1.7 | 3.3 | . | 0.1 | -12.7 | 5.7 | 2.6
#11 Cc1noc(C)c1C(=O)N1CCCC(C(=O)c2ccc(Cl)cc2)C1 (stereo not drawn)
    5.9 | 24.3 | 16.5 | -14.1 | -2.1 | 5.3 | 15.9 | -12.9 | -9.6 | 3.1 | 18.1
#12 COC(=O)CCC(=O)Nc1ccc(S(=O)(=O)Nc2cc(OC)nc(OC)n2)cc1
    14.4 | 14.5 | 13.8 | 17.9 | 4.7 | -2.5 | -7.5 | -1.7 | -18.8 | -25.4 | 6.0
#13 Cn1ccc2c(N3CCCCC3)cc3c(c21)C1CCC3O1 (stereo not drawn)
    -10.4 | 0.4 | -3.5 | 12.3 | . | 7.6 | . | 3.7 | -4.3 | -18.1 | -12.5
#14 Cc1cc(NC(=O)CSc2nnc(-c3c[nH]c4ccccc34)n2-c2ccc(F)cc2)no1
    -3.6 | -1.8 | 0.2 | -17.4 | 0.6 | -30.4 | -12.1 | -7.6 | -1.0 | 10.5 | -10.6
#15 COc1ccc(N(Cc2cc3cccc(C)c3[nH]c2=O)S(C)(=O)=O)cc1
    -3.4 | -6.8 | 29.1 | 12.1 | -0.2 | -38.0 | 16.8 | -1.8 | 8.2 | -9.2 | 3.7
#16 Cc1[nH][nH]c(=O)c1C(c1ccc(F)cc1)c1c(C)[nH][nH]c1=O
    14.6 | 18.0 | 17.1 | -3.3 | -3.9 | -3.3 | -2.9 | -2.0 | -7.7 | -20.4 | 7.7
#17 CNS(=O)(=O)c1ccc(C(=O)NCC(=O)NCCC(c2ccccc2)c2ccccc2)cc1
    2.2 | 4.0 | 1.6 | 11.4 | -2.1 | -3.3 | 1.3 | 12.2 | 5.6 | 4.4 | 5.0
#18 CCOc1ccc(N2CC(C(=O)Nc3cc(S(=O)(=O)N4CCCCC4)ccc3C)CC2=O)cc1 (stereo not drawn)
    10.2 | 6.5 | 21.2 | 2.3 | . | 14.1 | 7.0 | 9.0 | -31.1 | -10.2 | -1.4
#19 COC(=O)c1ccc(CNC(=O)CSc2nc3sc(C)c(C)c3c(=O)n2C)o1
    -3.2 | 3.0 | 6.3 | 3.2 | 3.5 | -4.3 | 8.9 | 4.1 | 13.6 | -4.3 | 12.3
#20 CC1Cc2ccccc2N1CC(=O)Nc1ccc(N2CCOCC2)cc1 (stereo not drawn)
    1.4 | 6.7 | 4.8 | -3.6 | 3.6 | 15.6 | 10.3 | 2.2 | -6.0 | 3.3 | -3.3
#21 COc1ccc(-c2coc3c(C(=O)NC(C)C)cccc23)c(C)c1
    19.6 | 3.9 | 10.8 | 37.0 | . | -6.0 | . | 3.7 | -0.3 | -100.9 | 10.9
#22 CCOc1nc2cnccc2n(CC(=O)Nc2ccccc2C(=O)OC)c1=O
    13.9 | 1.5 | 6.0 | 4.8 | -3.0 | 15.2 | 13.2 | 2.5 | -9.8 | 4.8 | 4.8
#23 CC(=O)OC1CCC2C3CCC4=CC(=O)CCC4(C)C3CCC2(C)[C@]1(C)O (stereo partly drawn)
    -6.5 | 9.1 | -5.2 | 8.6 | -0.7 | 29.4 | -16.0 | -17.2 | -13.4 | 18.7 | -0.2
#24 CCC(C(=O)OC)n1cnc2c(nnn2-c2cccc(Cl)c2)c1=O (stereo not drawn)
    1.6 | -6.3 | 3.7 | -4.0 | -0.4 | -14.8 | . | 3.9 | -18.6 | 7.2 | -11.0
#25 CN1CCC(OC(=O)COc2ccc(C(C)(C)C)cc2)CC1
    8.1 | -25.5 | -8.8 | 5.6 | 0.7 | -2.1 | -3.6 | -10.7 | -4.5 | -9.1 | 7.8
#26 COc1ccc2c(c1)CO[C@@]21O[C@H](CCO)C[C@H](O)[C@H]1O
    8.4 | 10.9 | 7.1 | 2.8 | . | -5.1 | . | -9.9 | -17.0 | -9.9 | -22.6
#27 CCOc1ccccc1NC(=S)N1CCN(c2ccccc2F)CC1
    8.5 | 9.0 | 18.8 | 13.2 | . | 9.4 | 7.4 | -8.8 | -4.9 | -16.3 | 5.8
#28 O=C(CNc1ccc(F)cc1F)NC(=O)NCc1ccco1
    -7.5 | 3.9 | 0.6 | 8.3 | -2.9 | 14.7 | 2.7 | -5.0 | 7.8 | -25.5 | -13.2
#29 COc1ccc(C2C3=C(CCCC3=O)Nc3nc(-c4cc(OC)c(OC)c(OC)c4)nn32)cc1OC (stereo not drawn)
    -28.1 | 4.9 | 0.4 | 3.3 | -1.0 | 5.8 | 1.2 | -10.0 | -14.6 | -7.4 | -7.0
#30 O=C(c1sc2cc(F)ccc2c1Cl)N1CCN(c2ccccc2)CC1
    -9.9 | 1.4 | -1.0 | 0.1 | -3.9 | 1.5 | 0.9 | -4.9 | 2.2 | 15.7 | 6.2
#31 Cc1nc2ccccc2c2nc3ccccc3n12
    -12.7 | -76.8 | -18.7 | -6.7 | 3.7 | 10.1 | -14.6 | 0.6 | 14.6 | -2.9 | -29.4
#32 Cc1ccc(OCCCCN2CCCCC2)c(Br)c1
    -15.8 | -19.6 | -30.1 | -1.7 | -2.4 | -6.9 | 22.4 | -7.7 | 1.5 | -18.8 | 5.7
#33 COC(=O)C1CCN(C(=O)c2sc3nc(-c4ccccc4)cn3c2C)CC1
    2.7 | -22.6 | -33.2 | -15.3 | -2.4 | 2.2 | -14.0 | 8.2 | 2.5 | -31.8 | 3.2
#34 CCSc1nnc2ccc(-c3cccs3)nn12
    -22.9 | -36.8 | -35.9 | 6.2 | 1.5 | -5.8 | -18.5 | -4.3 | -19.8 | -5.3 | -1.0
#35 O=C(Nc1ccc(F)cc1)N1CCN(C/C=C/c2ccccc2)CC1
    1.9 | -8.7 | 3.1 | 16.2 | -1.4 | 4.0 | 7.6 | -3.6 | 9.2 | 15.3 | -5.7
#36 CCc1ccccc1NC1=NCC(=O)N1C1CCCC1
    -7.2 | 18.6 | -6.8 | 1.3 | -1.9 | 7.3 | 6.2 | -3.5 | 6.5 | -15.5 | 11.8
#37 Cc1cc(C(=O)OCC(=O)N2CCCC2)c2ccccc2n1
    -9.5 | 6.7 | 8.3 | -35.2 | -3.0 | -25.9 | -6.3 | 3.4 | 11.0 | 3.4 | -1.6
#38 Cc1cccc(OCC(O)CN2CCN(c3ccccn3)CC2)c1C (stereo not drawn)
    -23.7 | -1.4 | -11.6 | -4.8 | -2.7 | -13.6 | -0.4 | 9.7 | 6.6 | -19.5 | -19.2
#39 COc1ccccc1NS(=O)(=O)c1ccc(C)c(NC(=O)c2c(C)noc2C)c1
    12.3 | 12.9 | 18.6 | -0.3 | 1.1 | 8.3 | 0.2 | 7.3 | 14.4 | -5.5 | -22.0
#40 CC(C)(C)OC(=O)CNC(=O)c1[nH]cnc1C(=O)NCC(=O)OCc1ccccc1
    26.1 | -4.1 | 46.1 | -0.8 | 4.3 | 25.8 | -1.5 | 8.6 | 18.9 | 8.2 | 8.4
#41 Cc1cc(C)c(S(=O)(=O)N2CCN(S(=O)(=O)N3CCOCC3)CC2)c(C)c1
    -3.6 | 15.1 | 8.8 | -0.5 | 2.2 | 2.8 | 0.9 | -16.5 | -22.8 | -19.8 | -4.1
#42 O=C(Cc1csc(N2CCOCC2)n1)N/N=C/c1ccccc1C(=O)O
    6.6 | 14.1 | 7.3 | -3.0 | 5.2 | -8.3 | -0.8 | -3.0 | 0.2 | -11.1 | -0.5
#43 COc1cc(OC)cc(-c2nc3cc(C)ccc3o2)c1
    -8.8 | -210.0 | -242.2 | -55.3 | -0.9 | -56.5 | -52.8 | -10.8 | 25.7 | -137.3 | 8.9

Grouped by structure, the compounds so far with a tert-butyl group
Sequence of screens – TWEAK Fn14 block | HIF-2a inh | Peg3 promoter | TROY signal inh | NR2E3 ag-1 | Shn3 inh set2 | TRPM1 prom inh | KKLEB tox | TRAIL sens C8 | NR2E3 ag-2 | CF NFkB inh
#25 CN1CCC(OC(=O)COc2ccc(C(C)(C)C)cc2)CC1
    8.1 | -25.5 | -8.8 | 5.6 | 0.7 | -2.1 | -3.6 | -10.7 | -4.5 | -9.1 | 7.8
#40 CC(C)(C)OC(=O)CNC(=O)c1[nH]cnc1C(=O)NCC(=O)OCc1ccccc1
    26.1 | -4.1 | 46.1 | -0.8 | 4.3 | 25.8 | -1.5 | 8.6 | 18.9 | 8.2 | 8.4
